High-throughput results (PubChem BioAssay)
NPR2 activator: GC-B (human) receptor activation. 370,000 tested, 0.11% active. activation, % at 10 µM. P20594. HEK293-GC-B cells, CNP EC30, cGMP TR-FRET; 0% at EC30 CNP, 100% saturating CNP;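 active = activation at 10 µM reaching about 35% in either raw or pattern-adjusted values, limit read from the data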
LEDGF integ inh: blocks HIV-1 LEDGF/p75-dependent DNA integration; 370,000 tested, 0.64% active; inhibition, % at 3.7 µM; TR-FRET IN-LEDGF/p75 DNA integration, Eu/Cy5; AID 743269;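 active = inhibition above the screen-wide mean plus 3 SD, cut at about 13% in these data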;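 note: signal is the Cy5 over europium emission ratio at 671 and 618 nm; 0% = plate median of compound wells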
TDP2 absorb: TDP2 (human) inhibition, absorbance primary screen; 370,000 tested, 0.34% active; recombinant TDP2, T5PNP hydrolysis, p-nitrophenol absorbance 415 nm; inhibition, % at 12.8 µM;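 active = inhibition above the mean of all tested compounds plus 3 SD, set per campaign, cut at about 25% in these data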;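 note: 0% = DMSO with enzyme and 100% = buffer with substrate but no TDP2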
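Test system: human TDP2 enzyme; Input: 120 nM TDP2 per well; Buffer or medium: Mg2+-containing Tris-HCl buffer, pH 7.5; Reagent: 5 mM T5PNP; Dosing: 12.8 µM single point, 1% DMSO; Incubation: reaction 2 h, 37 °C; Detection: p-Nitrophenol epi absorbance; Read-out: % inhibition relative to enzyme-containing and enzyme-free wells; Replicates: single well per compound.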
MBD2 DNA inh: inhibitors of human MBD2 binding to methylated oligonucleotide; AID 686964; TR-FRET; Q9UBB5; 370,000 tested, 0.31% active; inhibition, % at 4.4 µM; in the data active = inhibition above about 13%
Target sequence (Q9UBB5 whole entry, looked up): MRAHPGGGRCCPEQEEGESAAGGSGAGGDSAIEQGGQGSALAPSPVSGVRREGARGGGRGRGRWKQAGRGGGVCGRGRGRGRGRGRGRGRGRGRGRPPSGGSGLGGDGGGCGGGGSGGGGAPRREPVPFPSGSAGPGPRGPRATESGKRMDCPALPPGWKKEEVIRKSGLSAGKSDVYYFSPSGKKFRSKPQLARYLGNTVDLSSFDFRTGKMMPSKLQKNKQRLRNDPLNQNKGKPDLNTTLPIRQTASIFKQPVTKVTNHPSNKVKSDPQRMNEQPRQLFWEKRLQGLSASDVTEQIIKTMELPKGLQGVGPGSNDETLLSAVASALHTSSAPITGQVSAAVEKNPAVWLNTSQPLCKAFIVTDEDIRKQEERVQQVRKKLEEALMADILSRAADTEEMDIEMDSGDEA
mABHD4 FP: ABHD4 (mouse) inhibition, primary FP screen; 370,000 tested, 0.54% active; Q8VD66; inhibition, % at 8.92 µM; purified mABHD4, FP-Rh probe fluorescence polarization; AID 720543;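 active = inhibition exceeding the mean over every tested compound plus 3 SD, cut at about 30% in these data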;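 note: 0% = plate median of compound wells and 100% = S159A mutant with DMSO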
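System: mouse ABHD4 enzyme, wild type / Medium: HEPES pH 7.0, NaCl, Pluronic buffer / Reagent: FP-Rh activity-based fluorescent probe / Control set: S159A mutant high control, sample median low control / Detection: fluorescence polarization with parallel and perpendicular emission, 525/598 nm / Schedule: 45 min + 60 min at 25 °C / Compound dosing: 8.92 µM, single dose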
TCR-CD3 inh: human TCR-CD3 binding inhibition. AID 651800. inhibition, % at 9.4 µM. 360,000 tested, 0.37% active. TAMRA-labeled TCR probe fluorescence, biochemical; in the data active = inhibition above about 19%;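 note: recombinant mutant TCR 2C K166C tagged with TAMRA read by polarization; 0% = receptor in buffer alone and 100% = receptor with positive control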
PRMT1 inh: PRMT1 (human) inhibition, primary screen; inhibition, % at 2.79 µM; recombinant PRMT1, activity-based probe fluorescence polarization; 370,000 tested, 1.3% active; Q99873; AID 652257;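 active = inhibition above about 21% made by adding two undisclosed values, limit read from the data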
Target sequence (Q99873 whole entry, looked up): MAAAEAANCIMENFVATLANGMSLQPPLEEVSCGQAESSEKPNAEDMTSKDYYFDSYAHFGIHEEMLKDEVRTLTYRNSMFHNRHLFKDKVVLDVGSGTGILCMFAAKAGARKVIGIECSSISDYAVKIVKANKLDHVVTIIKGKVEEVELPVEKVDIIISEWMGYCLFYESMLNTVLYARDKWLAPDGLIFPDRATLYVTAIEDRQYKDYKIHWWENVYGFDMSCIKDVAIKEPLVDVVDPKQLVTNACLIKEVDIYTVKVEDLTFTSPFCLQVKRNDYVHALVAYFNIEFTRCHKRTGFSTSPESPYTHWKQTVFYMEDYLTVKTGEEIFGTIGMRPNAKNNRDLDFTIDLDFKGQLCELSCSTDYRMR
SIAE primary: inhibitors of human sialic acid acetylesterase SIAE; inhibition, % at 9.66 µM; SIAE FP-Rh probe binding, fluorescence polarization; AID 1053197; 370,000 tested, 0.69% active; Q9HAT2;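 active = inhibition above a cutoff: mean of compounds within the control limits plus 3 SD of those, cut at about 17% in these data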;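 note: 0% = plate median of compound wells and 100% = probe without SIAE protein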
HTRA1 inhibitor: inhibitors of human serine peptidase HTRA1; Q92743; recombinant HTRA1, FP-rhodamine activity-based probe, fluorescence polarization; inhibition, % at 5.96 µM; 340,000 tested, 0.5% active; in the data active = inhibition above about 36%;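 note: 0% = enzyme with DMSO and 100% = wells lacking enzyme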
rCAG binder: molecules binding r(CAG) RNA repeats; r(CAG) RNA repeat, TO-PRO-1 dye displacement fluorescence; inhibition, % at 3 µM; 370,000 tested, 1.3% active; AID 651821;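 active = inhibition above the plate cutoff, the mean of all test compounds on that plate plus 3 SD, cut at about 35% in these data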;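 note: 0% = DMSO alone and 100% = 100 µM mitoxantrone as full dye displacement; higher means more dye released from RNA so lower well fluorescence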
Active calls of the source: *; / = no result given. These rows are one share of the data; rates above refer to the full screens.

The line under a structure holds: NPR2 activator	LEDGF integ inh	TDP2 absorb	MBD2 DNA inh	mABHD4 FP	TCR-CD3 inh	PRMT1 inh	SIAE primary	HTRA1 inhibitor	rCAG binder
- O=C(c1cccs1)N(Cc1ccco1)C1CCS(=O)(=O)C1 (centres undefined)
→ -1	-1	9	0	3	-1	-2	0	1	0
- CN(C)c1ccc(/C=N/NC(=O)CNC(=O)c2ccco2)cc1
→ -4	-1	7	-6	-1	1	0	-2	-2	-1
- CCOC(=O)c1sc(NC(=O)C2=COCCO2)c(C#N)c1C
→ -4	-1	-5	3	-1	4	12	-8	-1	0
- COc1ccc(CN2C(=O)N3Cc4ccccc4C3CS2(=O)=O)cc1 (centres undefined)
→ -1	-3	3	-1	0	/	2	-1	/	4
- CN(C)S(=O)(=O)c1ccc(Cl)c(C(=O)OCC(=O)c2ccco2)c1
→ -1	-3	-6	0	-6	-3	5	-9	7	6
- CC(C)(C)OC(=O)NCCCC[C@H](NC(=O)c1nc[nH]c1C(=O)NCC(=O)OCc1ccccc1)C(=O)OC(C)(C)C
→ 4	-2	-9	0	-29	0	0	-20	-36	-3
- O=C(O)c1c(-n2cccc2)sc2c1CCCC2
→ -3	3	8	3	6	0	4	1	2	3
- c1ccc(CN2CCc3[nH]c4ccccc4c3C2)cc1
→ -1	3	-9	-2	-1	12	-5	2	0	8
- O=C(COC(=O)c1ccccc1O)NNC(=O)c1ccc(Br)cc1
→ 0	-5	4	4	5	-5	2	-6	-1	-1
- Cc1cccc(NC(=O)CSc2nnc(C3CC3)n2CC2CCCO2)c1 (centres undefined)
→ -2	0	-5	5	-3	-2	-5	-7	-8	-3

Next part.
The line under a structure holds: NPR2 activator	LEDGF integ inh	TDP2 absorb	MBD2 DNA inh	mABHD4 FP	TCR-CD3 inh	PRMT1 inh	SIAE primary	HTRA1 inhibitor	rCAG binder
- Cc1cc(C(=O)OC(C)C(=O)NC2CCCCC2C)c2ccccc2n1 (centres undefined)
→ 0	5	-7	2	-4	1	-5	-1	2	3
- COC(=O)c1cc2c(c3c4cc(OC)ccc4n(S(=O)(=O)c4ccc(OC)cc4)c13)C(=O)N(Cc1ccc(N(C)C)cc1)C2
→ 2	0	11	-3	1	2	-1	0	/	12
- Cc1ccc(S(=O)(=O)N2CCC(Oc3ccc(-n4cnnn4)cc3)CC2)cc1
→ -2	-3	-2	2	0	-5	3	-5	0	2
- C=CCNC(=S)/N=c1/ccccn1Cc1ccccc1
→ 4	-4	-4	1	2	2	11	4	7	-1
- CCC1=C2CC[C@H]3C(=O)N(c4ccccc4)C(=O)[C@H]3[C@H]2[C@@]2(C)C(=NCc3ccccc3)OC(=O)N2C1=O
→ -1	-2	-2	1	1	6	2	0	-2	6
- c1ccc(NCc2cccc3ccccc23)nc1
→ 5	2	7	-4	1	4	2	-3	-8	-2
- O=C(N/N=C/c1ccncc1)c1cccc(S(=O)(=O)N2CCCC2)c1
→ -6	-4	-1	4	6	-10	2	-5	-3	-2
- Fc1ccc(Cn2cnc3ccccc32)cc1
→ 1	0	0	5	-1	4	-1	-7	0	-1
- COc1ccc([C@@]2(O)c3c(ccc(CC=C(C)C)c3O)NC(=O)[C@@H]2OC)cc1
→ -5	2	5	1	-7	0	-1	-3	-21	-1
- O=C(Nc1nc2c(Br)cccc2s1)c1ccc2c(c1)OCCO2
→ -20	-4	-2	-1	-30	/	1	22*	/	/

Going on with the list.
The line under a structure holds: NPR2 activator	LEDGF integ inh	TDP2 absorb	MBD2 DNA inh	mABHD4 FP	TCR-CD3 inh	PRMT1 inh	SIAE primary	HTRA1 inhibitor	rCAG binder
- O=c1cc(-c2ccccc2)nc(Sc2ccc([N+](=O)[O-])cc2[N+](=O)[O-])[nH]1
→ -3	-1	-13	-6	4	5	-3	-6	3	1
- CCc1cccc2c(C(=O)C(F)(F)F)cn(CC(=O)NCC3CCCO3)c12 (centres undefined)
→ 2	1	5	-2	-1	1	-2	4	5	-1
- Cc1cccc(NC(=O)C2CCN(S(C)(=O)=O)CC2)c1C
→ -1	6	-7	0	1	5	2	3	4	2
- Cc1nnc(NC(=O)C2CSC3(C)CCC(=O)N23)s1 (centres undefined)
→ -3	1	1	4	13	1	-1	0	0	2
- c1ccc(-c2cnc(-c3ccccc3)nn2)cc1
→ 9	-2	-10	0	-11	-10	5	2	-4	6
- O=c1[nH][nH]c(C(F)(F)F)c1C=Nc1ccc(Cl)cc1
→ 2	-1	6	0	6	6	-2	4	5	2
- CC(=O)C1=CCC(c2ccc(Cl)c(Cl)c2)N(S(=O)(=O)c2ccc(C)cc2)C1 (centres undefined)
→ -9	-3	0	-2	1	4	0	5	/	4
- CCOc1ccc(NC(=O)CCS(=O)(=O)c2ccc3c(c2)CCCN3C(C)=O)cc1
→ 3	1	0	-4	-8	5	-1	13	0	0
- CCCCCN(C(=O)CCC(=O)OCC(=O)N(C)C1CCCCC1)c1c(N)n(CCCC)c(=O)[nH]c1=O
→ 3	-2	-16	7	-6	-4	5	-7	0	-11
- O=C(NC(=S)Nc1ccc([N+](=O)[O-])cc1)c1ccco1
→ -3	7	-8	1	-4	-8	-3	-1	1	3

(cont.)
The line under a structure holds: NPR2 activator	LEDGF integ inh	TDP2 absorb	MBD2 DNA inh	mABHD4 FP	TCR-CD3 inh	PRMT1 inh	SIAE primary	HTRA1 inhibitor	rCAG binder
- O=C(Nc1ccccc1Cl)Oc1ccc(-c2ccccc2)cc1
→ -4	-2	-15	6	-12	-1	7	-4	1	0
- CC(C)Cc1nc(SCC(=O)N2CCOCC2)c2c(=O)n(C)c(=O)n(C)c2n1
→ 2	-1	-1	10	0	4	-1	-3	1	-6
- CC(C)CNC(=S)NC(=O)c1ccc([N+](=O)[O-])cc1
→ 1	-2	-11	1	-8	-7	1	9	1	-1
- O=C(OCCc1cc2ccccc2c(=O)o1)c1ccc(C(F)(F)F)cc1
→ 0	4	-9	-1	2	0	-1	2	-6	-2
- Cn1c(N)c(C(=O)CN2CCc3ccccc3C2)c(=O)n(C)c1=O
→ 0	3	-12	1	3	3	-1	6	-2	-2
- O=C1c2ccccc2C2=Nc3ccccc3SC(c3ccccc3F)C12 (centres undefined)
→ -4	4	-11	-3	18	-11	7	9	8	19
- CCOc1ccccc1CN1CCNC(=O)C1CC(=O)NCc1nc(C)cs1 (centres undefined)
→ 3	-5	-14	7	-9	5	10	1	0	-5
- Cc1csc(NC(C)c2nc3cc(Cl)c(N4CCCCC4)cc3n2CCOCCO)n1 (centres undefined)
→ 0	7	-14	-4	-35	-2	-2	2	2	-3
- COc1cccc2c(=O)n(CC(=O)N3CCCc4ccccc43)ccc12
→ 6	3	2	5	-5	3	-11	-6	-1	1
- CS(=O)(=O)N(CC(=O)N1CCCC1)c1ccccc1F
→ 3	6	-7	-1	2	-5	1	-1	-1	-3

Filtered by structure, the entries above with two or more sulfur atoms
The line under a structure holds: NPR2 activator	LEDGF integ inh	TDP2 absorb	MBD2 DNA inh	mABHD4 FP	TCR-CD3 inh	PRMT1 inh	SIAE primary	HTRA1 inhibitor	rCAG binder
- O=C(c1cccs1)N(Cc1ccco1)C1CCS(=O)(=O)C1 (centres undefined)
→ -1	-1	9	0	3	-1	-2	0	1	0
- Cc1nnc(NC(=O)C2CSC3(C)CCC(=O)N23)s1 (centres undefined)
→ -3	1	1	4	13	1	-1	0	0	2

Not a retest: entries from further up.
The line under a structure holds: NPR2 activator	LEDGF integ inh	TDP2 absorb	MBD2 DNA inh	mABHD4 FP	TCR-CD3 inh	PRMT1 inh	SIAE primary	HTRA1 inhibitor	rCAG binder
- O=C1c2ccccc2C2=Nc3ccccc3SC(c3ccccc3F)C12 (centres undefined)
→ -4	4	-11	-3	18	-11	7	9	8	19
- CCOc1ccccc1CN1CCNC(=O)C1CC(=O)NCc1nc(C)cs1 (centres undefined)
→ 3	-5	-14	7	-9	5	10	1	0	-5
- Cc1csc(NC(C)c2nc3cc(Cl)c(N4CCCCC4)cc3n2CCOCCO)n1 (centres undefined)
→ 0	7	-14	-4	-35	-2	-2	2	2	-3
- COc1cccc2c(=O)n(CC(=O)N3CCCc4ccccc43)ccc12
→ 6	3	2	5	-5	3	-11	-6	-1	1
- CS(=O)(=O)N(CC(=O)N1CCCC1)c1ccccc1F
→ 3	6	-7	-1	2	-5	1	-1	-1	-3

Random excerpt: 4 entries already listed
The line under a structure holds: NPR2 activator	LEDGF integ inh	TDP2 absorb	MBD2 DNA inh	mABHD4 FP	TCR-CD3 inh	PRMT1 inh	SIAE primary	HTRA1 inhibitor	rCAG binder
- CCOc1ccccc1CN1CCNC(=O)C1CC(=O)NCc1nc(C)cs1 (centres undefined)
→ 3	-5	-14	7	-9	5	10	1	0	-5
- O=C(OCCc1cc2ccccc2c(=O)o1)c1ccc(C(F)(F)F)cc1
→ 0	4	-9	-1	2	0	-1	2	-6	-2
- O=C1c2ccccc2C2=Nc3ccccc3SC(c3ccccc3F)C12 (centres undefined)
→ -4	4	-11	-3	18	-11	7	9	8	19
- CC(C)CNC(=S)NC(=O)c1ccc([N+](=O)[O-])cc1
→ 1	-2	-11	1	-8	-7	1	9	1	-1

Next compounds
The line under a structure holds: NPR2 activator	LEDGF integ inh	TDP2 absorb	MBD2 DNA inh	mABHD4 FP	TCR-CD3 inh	PRMT1 inh	SIAE primary	HTRA1 inhibitor	rCAG binder
- Cc1ccc(S(=O)(=O)CCN2CCC(n3cccc3)CC2)cc1
→ 1	-2	-2	2	1	-2	2	-2	-1	3
- Cc1cn(Cc2ccccc2)c(=O)[nH]c1=O
→ 3	-1	7	4	-8	-2	-2	-3	8	-1
- COc1ccc(S(=O)(=O)NCCc2cn3nc(C)c(C)nc3n2)cc1
→ 2	3	17	0	6	0	2	2	8	1
- Cc1ccccc1OCCn1cc(/C(N)=N/O)c2ccccc21
→ 0	1	0	4	5	7	-1	11	0	0
- O=[N+]([O-])c1ccc2nn(Cc3ccccc3)cc2c1
→ 2	3	1	-6	-4	4	0	0	-4	2
- CC(=O)N1CCN(c2ccc(NCc3ccc(C)s3)cc2)CC1
→ -4	15*	19	1	22	-3	11	17	24	8
- O=C(Nc1ccc2c(c1)OCCO2)NC1CCCCC1
→ -1	0	-2	1	3	-1	3	2	1	-1
- CCCc1ccc(OCCNC(=O)c2ccco2)cc1
→ 6	0	-8	0	-8	-1	-2	-3	-4	-4

Ordered by value in NPR2 activator (high to low): some entries from above
| smiles | NPR2 activator | LEDGF integ inh | TDP2 absorb | MBD2 DNA inh | mABHD4 FP | TCR-CD3 inh | PRMT1 inh | SIAE primary | HTRA1 inhibitor |
| --- | --- | --- | --- | --- | --- | --- | --- | --- | --- |
| CCCc1ccc(OCCNC(=O)c2ccco2)cc1 | 6 | 0 | -8 | 0 | -8 | -1 | -2 | -3 | -4 |
| CCOc1ccc(NC(=O)CCS(=O)(=O)c2ccc3c(c2)CCCN3C(C)=O)cc1 | 3 | 1 | 0 | -4 | -8 | 5 | -1 | 13 | 0 |
| O=C(c1cccs1)N(Cc1ccco1)C1CCS(=O)(=O)C1 (centres undefined) | -1 | -1 | 9 | 0 | 3 | -1 | -2 | 0 | 1 |
